# PGE2 EP2 inh: blocks the human prostaglandin E2 receptor EP2; P43116; C6 glioma cells expressing human EP2, cAMP TR-FRET; cells stimulated with saturating PGE2; inhibition, % at 25 µM; hit rate 0.52% among 260,000;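 active = percent inhibition above 40 after rounding to a whole number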;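 note: rat C6 glioma host cells with rolipram phosphodiesterase inhibitor present; the protocol text gives 20 µM as final concentration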
# Target sequence (P43116 whole entry, looked up): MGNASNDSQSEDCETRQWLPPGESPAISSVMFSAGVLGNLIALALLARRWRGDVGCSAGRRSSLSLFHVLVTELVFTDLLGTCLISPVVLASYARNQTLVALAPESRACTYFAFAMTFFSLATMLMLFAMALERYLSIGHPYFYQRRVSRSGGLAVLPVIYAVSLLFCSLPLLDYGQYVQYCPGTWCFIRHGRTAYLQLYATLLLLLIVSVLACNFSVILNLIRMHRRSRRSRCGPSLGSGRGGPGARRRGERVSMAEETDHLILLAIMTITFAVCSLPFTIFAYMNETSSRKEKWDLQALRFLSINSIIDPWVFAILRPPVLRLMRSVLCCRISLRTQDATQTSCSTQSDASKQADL
# EP2 modulator: modulators of human EP2 prostaglandin E2 receptor; P43116; EP2-expressing cells, cAMP HTRF FRET, PGE2 co-stimulation; induction, % at 25 µM; hit rate 0.83% among 260,000; AID 940;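 active = compounds whose cAMP rise, as percent of the full-agonist control response, exceeds 60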;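 note: rat C6 glioma line stably carrying human EP2 under a CMV promoter; the protocol text gives 20 µM as final concentration; 100% = response of wells given 1 µM PGE2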
# * = called active by the depositor.
SMILES,PGE2 EP2 inh,EP2 modulator
Cc1nc(SCC(=O)Nc2nccs2)c2c(C)c(C)sc2n1,10,4
Cc1ccc(C2(C(=O)N(C)c3nc4c(s3)CCc3occc3-4)CC2)cc1,5,-28
COc1ccc(C2(NC(=O)CCn3cnc4ccccc43)CCCCC2)cc1,7,-37
CCOC(=O)Cn1nc2c(C)cc3ccc(OC)cc3n2c1=O,4,-25
O=C(CN1CCCCCC1)Nc1cccc(NC(=O)CN2CCCCCC2)c1,12,-29
Cc1sc2nc(C(C)C)nc(SCC(=O)NCc3ccccc3)c2c1C,5,29
CC1CCN(CC(C)OC(=O)c2cccs2)CC1 (stereo unspecified),9,-2
Cc1cc(NCc2ccco2)c2ccccc2n1,10,-90
COCCCN1C(=O)C(O)=C(C(=O)c2ccc(C)o2)C1c1cccc(Cl)c1 (stereo unspecified),17,25
CCC(C)c1ccccc1OCC(=O)Nc1ccc2c(c1)OCO2 (stereo unspecified),9,19
C=Cn1c(=N)n(C)c2ccccc21,7,-41
Cc1cc(-c2cc(N)c(=O)n(CC(=O)NC(C)(C)C)n2)c(C)o1,6,-72
O=C(NCCc1nc(-c2ccncc2)n[nH]1)c1ccc(CN2CCCCC2)cc1,7,-56
COc1ccc(Cl)cc1C(=O)CSc1nnc(-c2ccco2)n1C,6,-3
COc1ccc(-c2cc(-c3ccc(C)c(C)c3)nc(N)c2C#N)cc1OC,4,23
CCc1ccc2[nH]c(=O)c(C(c3nnnn3C3CCCC3)N3CCN(C)CC3)cc2c1 (stereo unspecified),9,-12
O=C(COc1ccc2ccccc2c1)N1CCNCC1,8,-32
COc1ccc(-n2c(N)c(-c3nc4ccccc4s3)c3nc(C#N)c(C#N)nc32)cc1,12,1
Cc1ccccc1NC(=O)c1cc2nc(-c3ccco3)cc(C(F)(F)F)n2n1,10,-5
Cc1ccc2c(c1)nnn2C1CCN(C(=O)Nc2ccc(C(C)C)cc2)CC1,9,-2
Cc1cccc(C)c1NC(=O)Cn1nc(-c2cccs2)cc(N)c1=O,5,-8
COc1ccc(C(=O)CSc2nnc3cc(C)c4ccccc4n23)cc1,17,-27
CCOc1ccc(CN(C(=O)c2cc3ccccc3oc2=O)C2CCCC2)cc1,11,-27
Cc1cc(NC(=O)CCN2CCC(C)CC2)ccc1Br,19,-124
C=Cn1c(C(=O)O)ccc1-c1ccc(C)cc1,7,-26
Cc1nnc(SCC(=O)Nc2cccc(Cl)c2)s1,8,3
COc1ccc(C2CCN(CC(=O)Nc3nccs3)CC2)cc1,6,-42
CCC(=O)Nc1ccc(N2CCCC2)c(Cl)c1,5,-40
O=C1CCN2C=Nc3sc4c(c3C2=N1)CCCC4,5,-10
Cc1ccc2cc3c(N)c(C(=O)OC(C)C)sc3nc2c1,17,-39
COc1ccc(S(=O)(=O)n2c([N+](=O)[O-])cnc2C)c(C)c1C,7,-82
CCOC(=O)Cc1csc(NC(=O)COc2ccc(Cl)cc2Cl)n1,4,-56
C=CCn1c(SCc2ccc(F)cc2)nc2c1c(=O)n(C)c(=O)n2C,8,6
Cc1ccc(C)c2[nH]c(=O)c(C(c3nnnn3C(C)(C)C)N3CCN(C4CCCCC4)CC3)cc12 (stereo unspecified),25,-9
CCOC(=O)C(=O)Nc1nnc(C(CC)CC)s1,8,-6
Cc1cc(C)c2[nH]c3nc(SC(C)C(=O)Nc4ccccc4C)nnc3c2c1 (stereo unspecified),9,-4
O=C(Nc1cc2nn(-c3ccccc3)nc2cc1Cl)c1ccc2c(c1)OCO2,10,-6
CS(=O)(=O)N1CCc2cc(C(=O)Nc3ccc(Cl)c(Cl)c3)ccc21,28,-104
OC(CN1CCC2(CC1)CC(O)c1cc(F)ccc1O2)c1ccc2c(c1)CCCC2 (stereo unspecified),5,-57
Cc1ccc(C)c(N(CC(=O)N2CCN(Cc3ccc4c(c3)OCO4)CC2)S(C)(=O)=O)c1,8,-33
O=C(CSc1nc2ccccc2[nH]1)NNC(=O)Cc1ccccc1,8,-29
CCOc1ccc(C(c2nnnn2C2CCCCC2)N2CCN(C3CCCC3)CC2)cc1 (stereo unspecified),6,-41
CCCc1nnc(NC(=O)CCCOc2ccccc2)s1,4,0
CCOc1ccc(S(=O)(=O)Nc2ccccc2C(=O)N2CCOCC2)cc1,15,16
O=c1[nH]c(-c2sc3ccccc3c2Cl)nc2ccccc12,12,-24
CCn1cc(C(=O)NCCc2ccccc2)c(=O)c2ccc(C)nc21,11,-19
Cn1c(=O)[nH]c(=O)c2[nH]cnc21,16,-6
CN(C)C(=O)Cn1nc(C(F)(F)F)c2cccn2c1=O,4,-22
O=C(CCCc1c[nH]c2ccccc12)N1CCn2c(nnc2C2CC2)C1,2,-26
COc1cc2ccccc2cc1C(=O)Nc1ccc(-c2nn3c(C)nnc3s2)cc1C,10,-7
# Later entries.
SMILES,PGE2 EP2 inh,EP2 modulator
COc1ccc(/C(O)=C2/C(=O)C(=O)NC2c2ccc(C(C)C)cc2)cc1OC (stereo unspecified),17,3
Cc1ccc(-c2cc(N)c(=O)n(CC(=O)NC3CCCC3)n2)o1,4,-54
Cc1cc(C)c2cc(CN(Cc3nnnn3Cc3ccccc3)C3CCCCC3)c(=O)[nH]c2c1,6,33
COc1ccc(Cl)cc1C(=O)Nc1ccccc1N1CCOCC1,18,55
CN(C)S(=O)(=O)N1CCN(CC(=O)NC2CCCCC2)CC1,6,16
COc1ccc(C2CCN(Cc3ccncc3)CC2)cc1OC,5,-24
Cc1ccc2[nH]c(=O)c(C(c3nnnn3C3CCCC3)N3CCN(c4ccccc4F)CC3)cc2c1 (stereo unspecified),4,12
Cc1cc(=O)[nH]c(SCC(=O)Nc2nc(C)cs2)n1,15,15
Cc1ccc(C)c(N(CC(=O)NC(C)(C)C)C(=O)CCC(=O)Nc2nccs2)c1,9,1
COCCn1nnnc1CN(Cc1ccc(F)cc1)Cc1cc2cc3c(cc2[nH]c1=O)OCCO3,11,-15
CCCn1c(SCC(=O)Nc2ccccc2Cl)nnc1-c1cccnc1,11,1
COCCn1nnnc1C(c1ccc(N(C)C)cc1)N1CCN(c2ccc(OC)cc2)CC1 (stereo unspecified),11,2
Cc1ccc(S(=O)(=O)OC2CCN(C)CC2)cc1,56*,-1
CCC(CC)C(=O)N1CCC(c2nc3c(nnn3Cc3ccc(Cl)cc3Cl)c(=O)[nH]2)CC1,13,-5
Cc1ccn(CCNC(=O)CSc2nccc3ccccc23)n1,6,-64
Cc1cc(C)c(S(=O)(=O)N(Cc2cc3cccc(C)c3[nH]c2=O)CC2CCCO2)c(C)c1 (stereo unspecified),6,21
Cc1cc(C(=O)O)c(CN2CCCC2)o1,5,-23
COc1ccc2[nH]c3c(N4CCCCC4)ncnc3c2c1,32,-105
COc1ccc(-c2nc3ccccc3s2)cc1NC(=O)c1c(OC)cccc1OC,7,-9
COC(=O)[C@@H]1O[C@H](SCCN)[C@@H](O)[C@H](O)[C@H]1O,50*,21
CCOc1ccccc1CNCCNC(=O)c1cccs1,7,-34
CCC(C)(C)NC(=O)C(OC(=O)c1cccs1)c1ccc(OC)c(OC)c1 (stereo unspecified),6,2
COc1ccccc1OCCCC(=O)Nc1nnc(C(C)C)s1,22,-27
O=C1NC2=C(C(=O)N(CCCO)C2)C(c2cccc(F)c2)N1 (stereo unspecified),4,-7
COc1ccc2cc(CN(C(=O)Nc3ccccc3Cl)C3CCCC3)c(=O)[nH]c2c1,10,17
CCC(Nc1ncnc2ccc(C)cc12)C(=O)O (stereo unspecified),4,13
Cc1cc(C)c2cc(CN(CCO)C(c3nnnn3C3CCCCC3)C(C)C)c(=O)[nH]c2c1 (stereo unspecified),12,-13
O=C(C1=C(O)C(=O)N(CCc2ccccc2)C1c1ccco1)c1ccco1 (stereo unspecified),12,-5
CCCN(C#N)c1nc(NCC)nc(NCC)n1,9,23
CC1c2ccsc2CCN1Cc1ccc(N2CCCC2=O)cc1 (stereo unspecified),7,-11

# Compound profiles, as listed above. Order of screens: PGE2 EP2 inh, EP2 modulator
# Listed for Cc1cc(C)c2cc(CN(CCO)C(c3nnnn3C3CCCCC3)C(C)C)c(=O)[nH]c2c1 (stereo unspecified) → 12, -13
# Listed for CC1c2ccsc2CCN1Cc1ccc(N2CCCC2=O)cc1 (stereo unspecified) → 7, -11

# Next compounds.
SMILES,PGE2 EP2 inh,EP2 modulator
CCCNC(=O)c1cc(-c2ccccc2Cl)on1,15,-70
COc1cccc(C(=O)OCCCNC(=O)c2cc3ccccc3oc2=O)c1,12,-66
CCN1CCN(C(c2cc3cc4c(cc3[nH]c2=O)OCCO4)c2nnnn2C2CCCCC2)CC1 (stereo unspecified),13,18
COc1ccc2cc(CN(Cc3cccnc3)C(=S)Nc3ccc(F)cc3)c(=O)[nH]c2c1,15,-41
c1ccc(-c2ccc(-c3ccc(C4=NCCN4)cc3)o2)cc1,22,-45
CCN(CC)C(=O)c1sc(NC(=O)c2ccc(F)cc2)c(C#N)c1C,13,5
CC(C)=CCOc1cc2oc(=O)ccc2cc1O,11,-21
O=C(Nc1ccc2c(c1)C(=O)OC2)c1cccs1,10,-31
OC(CN1CCC2(CC1)CC(O)c1cc(F)ccc1O2)c1ccc2c(c1)OCCO2 (stereo unspecified),12,-98
O=C(Cn1nnc(-c2ccc(NC(=O)c3cccs3)cc2)n1)NC1CCCC1,5,5
Cc1cc(=O)[nH]c(/N=C(\N)Nc2ccc(F)cc2F)n1,7,-13
N#CC1=C(N)Oc2n[nH]c(-c3ccc(C4CCCCC4)cc3)c2C1c1cccnc1 (stereo unspecified),12,-75
N#Cc1ccc(NC(=O)COC(=O)c2ccccn2)cc1,8,3
CCCn1c(NCCc2ccccc2)nc2c1c(=O)n(C)c(=O)n2C,15,-74
CC1(C)Cc2c(sc(NC(=O)CCN3CCOCC3)c2C#N)CO1,4,-42
Cc1nn(C)cc1S(=O)(=O)Nc1cccc(-c2ccc(F)cc2)c1,8,-29
Cn1ccnc1C(NC(=O)C(C)(C)C)c1ccc(F)c(F)c1 (stereo unspecified),3,-8
CN(C)c1ccc(NC(=O)CN2C3CCCC2CC(NC(=O)c2ccccc2)C3)cc1 (stereo unspecified),7,-81
COc1ccc2c(c1)NC1(CCN(C(=O)c3csc4c3CCCC4)CC1)c1cccn1-2,7,-56
CCCOC(=O)c1ccc(NC(=O)c2c(O)c3cc(OC)c(OC)cc3[nH]c2=O)cc1,16,0
O=C(Nc1ccc(S(=O)(=O)N2CCOCC2)cc1)c1cc2ccccc2oc1=O,3,1
O=C(OC1OCCOC1OC(=O)C1CCCCC1)C1CCCCC1 (stereo unspecified),12,-69
Cc1cc(C)cc(OCC(=O)NCc2ccco2)c1,8,-106
COc1ccc(CCNC(=O)CSc2nnc3c(C)cc4cc5c(cc4n23)OCCO5)cc1OC,13,-1
CC(=O)c1cn(CC(=O)Nc2ccccc2C(F)(F)F)c2ccccc12,8,-28
CC(=O)Nc1nc2ccc(C(N)=O)cc2s1,12,4
Cc1ccc2cc3c(N)c(C(=O)Nc4nc(C)cs4)sc3nc2c1,20,-54
CCn1c(N2CCC(C(=O)NCc3cccc(F)c3)CC2)nc2ccccc21,7,-78
Cc1cnc(NC(=O)Cn2nnc3sc4c(c3c2=O)CCCC4)s1,10,-3
CCOC(=O)C1CCN(C(=O)CN(c2cccc(Cl)c2C)S(C)(=O)=O)CC1,7,-14
O=c1[nH]c(C2CC2)nc2ccccc12,11,-4
CCOC(=O)Cn1cnc2scc(-c3ccc(C)cc3)c2c1=O,8,-26
CCc1ccccc1NC(=O)COC(=O)c1cccnc1,7,-48
Cc1cccc(-c2nnc(SCC(=O)NCc3ccc4c(c3)OCO4)o2)c1,23,-81
O=C(/C=C/c1ccco1)Nc1cccc(NC(=O)c2ccccc2Cl)c1,14,-104
COc1ccc(Cn2nnnc2CN(Cc2ccco2)Cc2cc3cc(C)cc(C)c3[nH]c2=O)cc1,10,-18
O=C(NCc1ccco1)C1CCCN1S(=O)(=O)c1ccc(Cl)cc1 (stereo unspecified),14,-41
COc1ccccc1C1(O)CCN(Cc2cncn2C)CC1,3,12
COc1ccc2[nH]c(=O)c(C(c3nnnn3Cc3ccc(F)cc3)N3CCCCCC3)cc2c1 (stereo unspecified),5,28
Cc1ccccc1Nc1ncnc2c1cnn2C,6,-14

# 14 structures out of the list, sorted by count of non-hydrogen atoms, descending.
SMILES,PGE2 EP2 inh,EP2 modulator
COc1ccc(Cn2nnnc2CN(Cc2ccco2)Cc2cc3cc(C)cc(C)c3[nH]c2=O)cc1,10,-18
COc1ccc(CCNC(=O)CSc2nnc3c(C)cc4cc5c(cc4n23)OCCO5)cc1OC,13,-1
COc1ccc2[nH]c(=O)c(C(c3nnnn3Cc3ccc(F)cc3)N3CCCCCC3)cc2c1 (stereo unspecified),5,28
CCn1c(N2CCC(C(=O)NCc3cccc(F)c3)CC2)nc2ccccc21,7,-78
CCOC(=O)C1CCN(C(=O)CN(c2cccc(Cl)c2C)S(C)(=O)=O)CC1,7,-14
CC(=O)c1cn(CC(=O)Nc2ccccc2C(F)(F)F)c2ccccc12,8,-28
Cc1ccc2cc3c(N)c(C(=O)Nc4nc(C)cs4)sc3nc2c1,20,-54
CCOC(=O)Cn1cnc2scc(-c3ccc(C)cc3)c2c1=O,8,-26
COc1ccccc1C1(O)CCN(Cc2cncn2C)CC1,3,12
CCc1ccccc1NC(=O)COC(=O)c1cccnc1,7,-48
Cc1cc(C)cc(OCC(=O)NCc2ccco2)c1,8,-106
Cc1ccccc1Nc1ncnc2c1cnn2C,6,-14
CC(=O)Nc1nc2ccc(C(N)=O)cc2s1,12,4
O=c1[nH]c(C2CC2)nc2ccccc12,11,-4

# (continued)
SMILES,PGE2 EP2 inh,EP2 modulator
COCc1nnc(NC(=O)C2c3ccccc3Oc3ccccc32)s1,8,-10
O=C(CN1N=C(c2ccccc2)Cn2c(cc3ccccc32)C1=O)NCc1ccco1,5,-38
O=c1[nH]c(C23CC4CC(CC(C4)C2)C3)nc2ccccc12,13,2
CC1(C)Cc2ccccc2C(C[n+]2ccccc2)=N1,7,-37
Cc1ccc(NC(=O)CSc2nc3sc(C)c(C)c3c(=O)[nH]2)cc1,12,-14
CC[N+](C)(CC)CC(C)(C)COC(=O)c1cc2cc(C)ccc2o1,11,-35
COc1cc(CN(CCCn2ccnc2)Cc2ccccc2F)cc2c1OCO2,6,23
OCCCSCCO,11,-14

# The list is partial; count on the stated rates, not on these rows.
